OX1R antag: blocks the human orexin 1 receptor | CHO/OX1R cells, Fluo-8 calcium fluorescence, orexin A | 0.43% of 330,000 active | O43613 | AID 434989 | inhibition, % at 5 µM;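 active = inhibition above its plate's threshold, mean inhibition of all tested compounds on the plate plus 3 SD, cut at about 37% in these data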;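 also: 0% = orexin A challenge wells and 100% = SB-334867-A antagonist wells; not every result past the cut was called active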
Target sequence (O43613 whole entry, looked up): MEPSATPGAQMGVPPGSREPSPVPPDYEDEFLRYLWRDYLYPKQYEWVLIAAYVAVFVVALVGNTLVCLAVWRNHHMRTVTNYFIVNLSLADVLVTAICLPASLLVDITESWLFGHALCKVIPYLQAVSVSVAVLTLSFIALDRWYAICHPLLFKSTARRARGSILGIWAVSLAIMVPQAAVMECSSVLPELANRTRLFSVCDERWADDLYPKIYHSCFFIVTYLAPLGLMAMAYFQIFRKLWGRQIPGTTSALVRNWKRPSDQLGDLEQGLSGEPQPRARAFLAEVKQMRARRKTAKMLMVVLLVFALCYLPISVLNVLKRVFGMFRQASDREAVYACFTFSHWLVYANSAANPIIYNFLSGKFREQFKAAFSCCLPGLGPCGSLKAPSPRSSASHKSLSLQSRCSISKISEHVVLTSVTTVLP
CHT allo act: allosteric activators of human choline transporter CHT. Q9GZV3. CHT-expressing cells, membrane potential dye, choline EC20; stronger effect = higher value; LV-AA mutant CHT in HEK293 cells. B-score at 10 µM. 0.49% of 310,000 active. AID 488977;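 active = initial fluorescence not abnormally high and integrated response B-score, plate-corrected, over 3 SD above library mean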
Target sequence (Q9GZV3 whole entry, looked up): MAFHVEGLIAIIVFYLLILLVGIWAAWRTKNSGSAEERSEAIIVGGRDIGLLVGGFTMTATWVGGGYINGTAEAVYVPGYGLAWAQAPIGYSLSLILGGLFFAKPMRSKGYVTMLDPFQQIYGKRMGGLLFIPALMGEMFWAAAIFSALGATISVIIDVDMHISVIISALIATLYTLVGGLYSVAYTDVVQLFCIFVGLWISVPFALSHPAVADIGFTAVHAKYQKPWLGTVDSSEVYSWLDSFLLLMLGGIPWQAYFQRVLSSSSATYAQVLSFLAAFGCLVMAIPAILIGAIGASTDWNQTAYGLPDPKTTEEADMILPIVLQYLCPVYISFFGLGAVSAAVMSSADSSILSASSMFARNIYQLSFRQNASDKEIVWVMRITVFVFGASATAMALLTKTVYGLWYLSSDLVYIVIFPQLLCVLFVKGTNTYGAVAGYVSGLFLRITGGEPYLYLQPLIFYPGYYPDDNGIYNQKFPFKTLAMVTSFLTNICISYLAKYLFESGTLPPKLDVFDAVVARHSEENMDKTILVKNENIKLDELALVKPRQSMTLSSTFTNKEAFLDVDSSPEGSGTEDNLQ
The depositor's hits bear a star; i = inactive; nt = not tested or not shown.

Below each compound: OX1R antag	CHT allo act
O=C(NC1CCC(O)CC1)c1ccc2c(c1)S(=O)(=O)N=C1CCCCCN12 (centres undefined)
  -7	i
CCC(C)NC(=O)CSc1ccc(S(=O)(=O)N2CCN(Cc3ccccc3)CC2)cn1 (centres undefined)
  -13	nt
COC(=O)c1noc(-c2ccc(C)cc2)n1
  -9	i
Cc1ccc(N(CC(=O)NCCSCc2ccco2)S(=O)(=O)c2ccc(F)cc2)cc1
  -23	i
COc1ccc(S(=O)(=O)Nc2ccc3c(c2)N(C(C)=O)CCC3)cc1OC
  -21	i
COc1ccc(NC(=O)CSc2nnc(NC(=O)c3ccco3)s2)cc1
  -16	i
C/C=C(\C)CN1CCC(Oc2cccc(C(=O)NCc3ccccn3)c2)CC1
  -28	i
O=C(Nc1ccc(F)cc1)c1cccc(N2C(=O)C3C4CCC(C4)C3C2=O)c1 (centres undefined)
  -17	i
Cc1ccc(NC(=O)C[n+]2cc(-c3ccccc3)n3c2CCC3)cc1
  -19	i
Cn1cc(C(=O)c2ccccc2C(=O)O)cc1C(=O)C(Cl)(Cl)Cl
  -7	i
Cc1cc(C)n(CCCNCC(O)c2ccccc2)n1 (centres undefined)
  -21	i
O=C(NCc1ccc(Cl)cc1)C1CCN(S(=O)(=O)c2cccc3nonc23)CC1
  5	i
O=c1c2ccccc2nc2n1C(CSCc1ccc(Cl)cc1)CS2 (centres undefined)
  6	8.2*
O=C(CN1C(=O)C2CC=CCC2C1=O)Nc1ccccc1N1CCCC1 (centres undefined)
  -16	i
Cc1ccc(-c2nn(CC(=O)NCc3ccco3)c(=O)c3ccccc23)cc1
  -38	i
Cc1cc(C)c2ccc(/C=N/O)nc2c1O
  1	i
CC(C)=CCC/C(C)=C/CNC(=O)C[C@H]1C[C@H](C(=O)N2CCCCC2)[C@@]2(CCc3ccccc3)c3[nH]c4ccc(Cl)cc4c3CCN2C1=O
  -10	nt
COc1ccc(NC(=O)CSc2nnc(COc3ccccc3)n2Cc2ccco2)cc1OC
  -30	i
COc1cccc(NC(=O)CCNC(=O)c2ccccc2Cl)c1
  -20	i
Cn1cccc1C(=O)NCC(c1ccc(F)cc1)N1CCOCC1 (centres undefined)
  -20	i
CCN(c1ccc(NC(=O)COC(=O)c2ccc(C)c(S(=O)(=O)N3CCOCC3)c2)cc1)C(C)C
  -27	i
Cc1ccc(S(=O)(=O)N2CCOCC2)cc1C(=O)N1CCc2ccccc21
  -22	nt
CCCc1nnc(SCC(=O)NC2CCCC2)n1CCOC
  -20	i
O=C(NCCCO)c1c(O)c2cccc3c2n(c1=O)CCC3
  -18	i
CCNC(=O)CSC1=N/C(=C\c2ccc(O)c(OCC)c2)C(=O)N1c1ccc(OC(F)F)cc1
  -9	i
Cc1ccc(CSc2nc3ccncc3n2CC(=O)Nc2cc(C)cc(C)c2)cc1
  -13	i
O=C(NCc1cccnc1)c1ccccc1-c1nc(-c2ccccc2)no1
  -26	i
CN1CCN(c2ccc(NC(=O)c3cccc(S(=O)(=O)N4CCCC4)c3)cc2)CC1
  13	nt
O=C(Nc1ccc(OC(F)(F)F)cc1)Nc1cccnc1
  12	i
COc1ccc(Cc2nnc(NC(=O)CS(=O)(=O)Cc3ccccc3)s2)cc1
  -15	i
CCn1c(CC(=O)Nc2ccccc2F)nnc1SCC(=O)Nc1nnc(C)s1
  -10	i
Cc1cc(C)n2nc(C(=O)OCC(=O)Nc3ccc4c(c3)OCCO4)nc2n1
  -25	nt
COc1cccc(NC(=O)CN(C)C(=O)c2cc(-c3ccc(F)cc3)nc3ccccc23)c1
  -5	i
CC(=O)Nc1ccc(Cc2nc3ccccc3[nH]2)cc1
  -7	i
CC(=O)c1c(C)[nH]c(C(=O)COC(=O)c2cc(S(=O)(=O)N(C)c3ccccc3)ccc2Cl)c1C
  29	i
Cn1cccc1Cc1nnc(SCC(=O)NCc2ccccc2Cl)n1-c1ccc(F)cc1
  -20	i
Cc1ccc(Nc2cc(=O)[nH]c(=O)[nH]2)c(C)c1
  -2	i
Cc1noc(C)c1CSCC(=O)Nc1cc(S(=O)(=O)N2CCOCC2)ccc1OC(C)C
  -24	i
COc1ccc(Cl)cc1NC(=O)Cn1cccc1
  -3	i
Nc1nonc1C(=O)NCCNC(=O)c1ccc(Cl)c(Cl)c1
  -5	i
COc1ccc(CCNc2nc(-c3ccco3)cc(C(F)(F)F)n2)cc1OC
  -14	i
CCOC(=O)N1CCN(C(=O)COC(=O)Cc2ccc(OC)cc2)CC1
  -23	i
NC1=NC(c2ccccc2)=NC1(NC(=O)c1ccccc1)C(Cl)Cl (centres undefined)
  -12	i
CS(=O)(=O)N(Cc1ccccc1)c1ccccn1
  3	i
Cn1c(=O)c2c(SCC(=O)c3ccccc3)nc(C3CC3)nc2n(C)c1=O
  -14	i

Some of these compounds in order of their number in OX1R antag, high to low.
SMILES | OX1R antag
CS(=O)(=O)N(Cc1ccccc1)c1ccccn1 | 3
COc1cccc(NC(=O)CN(C)C(=O)c2cc(-c3ccc(F)cc3)nc3ccccc23)c1 | -5
CC(=O)Nc1ccc(Cc2nc3ccccc3[nH]2)cc1 | -7

6 records drawn at random from the list so far, as already listed:
Below each compound: OX1R antag	CHT allo act
Nc1nonc1C(=O)NCCNC(=O)c1ccc(Cl)c(Cl)c1
  -5	i
Cc1cc(C)n2nc(C(=O)OCC(=O)Nc3ccc4c(c3)OCCO4)nc2n1
  -25	nt
COc1cccc(NC(=O)CN(C)C(=O)c2cc(-c3ccc(F)cc3)nc3ccccc23)c1
  -5	i
CCn1c(CC(=O)Nc2ccccc2F)nnc1SCC(=O)Nc1nnc(C)s1
  -10	i
NC1=NC(c2ccccc2)=NC1(NC(=O)c1ccccc1)C(Cl)Cl (centres undefined)
  -12	i
COc1ccc(Cl)cc1NC(=O)Cn1cccc1
  -3	i

The list goes on:
Below each compound: OX1R antag	CHT allo act
CCOC(=O)C(=O)N1CCN(CC)CC1
  -5	i
COc1cccc(-c2nnc3n2N=C(c2cc(OC)ccc2OC)CS3)c1
  -17	i
Cc1cccc(NC(=S)NCc2ccccc2Cl)c1C
  66*	i
O=C(COC(=O)c1ccc(Br)cc1)NCCN1C(=O)CSC1=O
  -19	i
O=C(CCC(=O)c1ccc(F)cc1)Nc1cccnc1
  -18	i
Cc1cc(Br)cc(C)c1OCC(=O)NNC(=O)CCC(=O)NCc1ccccc1
  -31	i
COCCCN(Cc1ccco1)C(=O)c1cc2c(s1)-c1ccc(Cl)cc1S(=O)(=O)C2
  -30	i
Cc1cc(C)cc(Nc2ccc3nonc3c2[N+](=O)[O-])c1
  -11	i
Cc1ccc(Cl)cc1NC(=S)N(Cc1ccco1)C(C)c1cccs1 (centres undefined)
  -14	i
Cc1ccc(C(=O)OCC(=O)Nc2sc3c(c2C#N)CCCCC3)cc1NC(=O)c1ccco1
  -18	i
O=C(c1ccco1)N1CCCN(C(=O)c2ccco2)CC1
  -11	i
CC(=O)CC1OC(=O)C(Br)=C1NCc1ccccc1 (centres undefined)
  9	i
COc1ccc(S(=O)(=O)N2CCC(C(=O)NC(C)CCc3ccccc3)CC2)cc1 (centres undefined)
  -17	i
CCOC(=O)c1cnn(-c2nc(-c3cccc(F)c3)cs2)c1C(F)(F)F
  -15	i
Cc1cccc(CC(=O)Nc2cc(C)c3c(=O)oc4ccccc4c3n2)c1
  -52	i
C=CCN(C(=O)CNC(=O)c1cccs1)C(C(=O)NC(C)(C)C)c1ccccc1 (centres undefined)
  -25	i
Cc1noc(C)c1CN(C(=S)NC1CC2CCC1C2)c1ccccc1 (centres undefined)
  -19	i
CCN1C(=O)C(CC(=O)Nc2ccccc2)N(Cc2ccccn2)C1=S (centres undefined)
  -31	i
CCOC(=O)C1CCN(C(=O)CN(c2ccc(OC)cc2)S(=O)(=O)c2c(C)nn(C)c2C)CC1
  -12	i
O=C1CN(C(=O)CSc2nc3c(cnn3-c3ccccc3)c(=O)[nH]2)c2ccccc2N1
  -22	nt
COCCn1c(SCC(=O)NCCc2ccccc2)nnc1-c1ccco1
  -15	i
Cn1cc(-c2ccc(Cl)cc2)cc(C#N)c1=O
  -27	i
C=CCNC(=S)Nc1nc2c(cc1C(=O)OCC)COC(C)(C)C2
  -22	i
CN1CCN(CC(=O)N2CCn3c4c(c5cc(C6CCCCC6)ccc53)CCCC42)CC1 (centres undefined)
  25	i
O=C1CC(c2ccc(O)c(O)c2)Oc2c1ccc(O)c2O (centres undefined)
  0	i
COc1ccc(CCNC(=O)Oc2ccccc2)cc1OC
  -7	i
CCN1CCCC1CNS(=O)(=O)c1c(C)cc(C)cc1C (centres undefined)
  -30	i
Cc1ccc(-c2noc(-c3ccccc3Br)n2)cc1
  -31	i
Cn1c(=O)c2c(nc(Oc3ccc4ccccc4c3)n2C)n(C)c1=O
  -34	i
CCOc1ccccc1-c1nc(C(N)=O)c2[nH]c(=O)n(-c3cccc(C)c3)c2n1
  -20	i
Clc1nc2ccccc2cc1/C=N/Nc1nc2ccccc2[nH]1
  -10	i
O=C(Nc1ccc(NC(=O)c2ccncc2)cc1)c1ccncc1
  7	i
Cc1nc(SC2CC(=O)N(c3ccc([N+](=O)[O-])cc3)C2=O)nc2c1CCCC2 (centres undefined)
  -39	i
O=C(c1ccccc1Cl)N1CCSCC1
  2	i
COc1ccccc1CN1C(=O)[C@@H]2C(CC(N)=O)NC3(C(=O)Nc4c3ccc(Cl)c4C)[C@@H]2C1=O (some centres undefined)
  -11	i
Cc1c(C)c2c(OCC(=O)NC3CC3)cc3c(c2oc1=O)CCC(C)(C)O3
  -26	i
O=C(CCc1nc2ccccc2c(=O)[nH]1)NCC(=O)Nc1ccc(F)c(F)c1
  -4	i
Cc1cc(C)cc(NC(=S)/C(=C(\[O-])c2ccc(Cl)s2)[n+]2cccc(C)c2)c1
  -17	i
COc1ccc(S(=O)(=O)N2CCOC2CNC(=O)C(=O)NCCCN2CCOCC2)cc1OC (centres undefined)
  -14	i
O=C1c2ccccc2C(=O)N1SC1CCCCC1
  -10	i
CCOC(=O)c1ccc(-n2c(C)nc3ccccc3c2=O)cc1
  -39	i
Cc1c(C(=O)O)sc2nc3n(c(=O)c12)CCC3
  8	i
O=C(COC(=O)c1cccc(OC(F)F)c1)NC(=O)NC1CCCCC1
  -23	i
CCCS(=O)(=O)c1nc(S(=O)(=O)c2ccc(C)cc2)c(N2CCC3(CC2)OCCO3)s1
  -23	i
O=C(COC(=O)/C=C/c1ccc([N+](=O)[O-])cc1)NNC(=O)c1ccccc1
  -4	nt
CCNC(=O)/C(=C/c1cccc([N+](=O)[O-])c1)NC(=O)c1ccc(C)cc1
  -7	i
CC(Nc1nc2ncn(Cc3ccccc3)c2c(=O)[nH]1)C(=O)O (centres undefined)
  -11	i
Cn1c(CSCc2ccc(F)cc2)nnc1SCC(=O)N1CCN(c2ccccc2)CC1
  -19	i
CC(=O)c1cccc(S(=O)(=O)N2CCC(c3nc4ccccc4[nH]3)CC2)c1
  -25	i
COc1ccc(N=c2oc3cc(O)ccc3cc2C(=O)NCC2CCCO2)c(OC)c1 (centres undefined)
  -17	i
COC(=O)C1(C)Cc2cc(OC(C)=O)c(OC(C)=O)cc2N1 (centres undefined)
  -1	i
CCOC(=O)C1=C(COC(=O)/C=C/c2ccco2)NC(=O)NC1C (centres undefined)
  -9	i
CC(Nc1nc(-c2ccccc2F)nc2ccccc12)c1ccccc1 (centres undefined)
  -22	i
C[C@H](CO)N1C[C@H](C)[C@@H](CN(C)C(=O)Nc2ccc(F)cc2)Oc2ccc(NS(C)(=O)=O)cc2C1=O
  -10	nt
COc1ccc(/C=N/NC(=O)C2C(=O)NCC2c2ccccc2)c(OC)c1 (centres undefined)
  10	i
COc1cc(OC)cc(C(=O)NCC(=O)NCC(c2ccco2)N2CCCCC2)c1 (centres undefined)
  12	nt
Nc1nonc1C(=O)N/N=C\c1cc2c(cc1Cl)OCO2
  nt	i
O=C(CSc1ccc([N+](=O)[O-])cn1)Nc1ccc2[nH]c(=O)[nH]c2c1
  5	i
COc1ccc(CCN(Cc2nc(-c3ccccc3)no2)Cc2nc(-c3ccccc3)no2)cc1OC
  -28	i
Cc1ccc(OC(=O)c2cc(=O)c3ccccc3o2)cc1
  -5	i

Next section:
Below each compound: OX1R antag	CHT allo act
CC(C)(C)NC(=O)NC(=O)COC(=O)COc1ccc(Cl)cc1Cl
  -14	i
O=C(Nc1cccc(Cl)c1)Nc1ccc2nccnc2c1
  8	i
Cc1cc(C)n(C(=O)c2nn(C)c(C)c2[N+](=O)[O-])n1
  -2	i
O=C(/C=C/Nc1cccc(F)c1)c1ccco1
  -6	i
Cn1cc(CN2CCc3c([nH]c4ccccc34)C2C(C)(C)C)cn1 (centres undefined)
  -28	i
O=C(COC(=O)CNC(=O)C1CCCCC1)Nc1ccc2c(c1)OCCO2
  3	i
Cc1cc(OCC(=O)Nc2ccc(N3CCN(C(=O)c4ccco4)CC3)cc2)cc(C)c1Cl
  -5	i
CCOC(=O)C(=O)N(CC)C1CCS(=O)(=O)C1 (centres undefined)
  -16	i
CCCC(=O)Nc1sc2c(c1C#N)CCCCC2
  -33	i
COC(=O)[C@H](Cc1ccccc1)NC(=O)c1ccc2ccccc2n1
  -20	i
O=C(O)c1ccccc1/C=N/Nc1ccc(S(=O)(=O)N2CCCC2)cc1[N+](=O)[O-]
  -5	i
O=C(Nc1ccnn1C1CCN(Cc2cccc(F)c2F)CC1)C1CCCC1
  -25	i
CC1CC(c2ccccc2)NS(=O)(=O)O1 (centres undefined)
  16	i
CCOc1ccc(-n2c(SCc3ccc(C(=O)OC)o3)nc3c(c2=O)SCC3)cc1
  -5	i
O=C(N/C=C\c1ccccc1)NCc1ccc(Cl)cc1Cl
  -11	i
Cc1ccc(C(=O)NCCCn2ccnc2)cc1[N+](=O)[O-]
  -17	i
Cc1ccc(C2C3=C(CC(C)(C)CC3=O)Nc3[nH]c(=S)[nH]c(=O)c32)cc1 (centres undefined)
  -15	i

From PubChem BioAssay
